esBAF inh – Bmi1 luciferase reporter increase in mESCs, primary screen, esBAF inhibitor project, mouse ES cells, Bmi1 luciferase knock-in, single point | 24 h; 100% = twice the neutral-well signal | 350,000 compounds, 2% hits | AID 602393, 2012 | reporter increase, % at 12.5 µM; in the data active means activation above about 40%; inconclusive means no clear call, values can overlap the other calls;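 further: 0% = median of the plate's neutral control wells and 100% = double that signal; a rise in the Bmi1 reporter signal indicates esBAF inhibition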
LGR2 antag – inhibitors of bursicon-induced LGR2 CRE-luciferase signal, primary screen, cell-based, HEK293, CRE-luciferase reporter, bursicon stimulation; AID 720647, 2013; inhibition, % at 9.99 µM; Drosophila bursicon receptor LGR2 (rickets); 380,000 compounds, 0.35% hits; bursicon-stimulated, 4 h;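 active means drop in luminescence signal, shown as inhibition above about 50% in the replicate tests, limit read from the data, passing the limit was not always enough; inconclusive means probably only some replicates passing the limit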;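 further: agonist challenge used bursicon conditioned medium at about half maximal strength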
C2C12 statin – suppressors of statin myotoxicity in C2C12 myotubes, primary screen, cell-based, single point, plate reader | C2C12 myotubes + simvastatin, ATP luminescence, 48 h; scaled: DMSO 0, geranylgeraniol control 100 | rescue of ATP level, % at 7.49 µM | 330,000 compounds, 0.78% hits;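 active means mean ATP rescue above about 67%, or every replicate alone reaching that limit, limit read from the data, passing the limit was not always enough; inconclusive means no clear call, values can overlap the other calls; inactive means mean under the limit and some replicate under it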;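 further: myotubes were challenged with 10 µM simvastatin during compound exposure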
Casp6 inh – human caspase-6 inhibitors, primary screen, biochemical, VEID-R110 fluorescence, single point, set 2 | purified caspase-6, Z-VEID-R110 cleavage fluorescence | AID 686996, 2013 | 350,000 compounds, 0.53% hits | P55212 | inhibition, % at 12.5 µM;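 active means mean inhibition across replicates at least about 35%, with every replicate also reaching that limit, limit read from the data; inconclusive means only one of the two criteria met; inactive means neither criterion met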;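 further: 0% = median of neutral control wells and 100% = no fluorescence left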
Target sequence (P55212 24-179 limits assumed): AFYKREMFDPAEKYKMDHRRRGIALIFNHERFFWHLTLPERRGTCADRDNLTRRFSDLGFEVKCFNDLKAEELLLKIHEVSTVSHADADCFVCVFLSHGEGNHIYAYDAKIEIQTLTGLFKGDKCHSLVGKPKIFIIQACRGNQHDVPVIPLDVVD
Target sequence (P55212 194-293 limits assumed): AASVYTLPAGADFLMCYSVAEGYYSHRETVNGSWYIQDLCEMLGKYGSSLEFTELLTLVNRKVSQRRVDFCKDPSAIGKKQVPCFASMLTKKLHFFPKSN
FN deposit inh – inhibitors of fibronectin matrix deposition, primary screen, AH1F cells, Alexa488-fibronectin fluorescence, plate reader | AH1F fibroblasts, overnight | inhibition, % at 12.6 µM | 350,000 compounds, 0.086% hits | AID 743247, 2014;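 active means mean inhibition across replicates of 30% or more, regardless of how many single replicates reach that level; inconclusive means mean under 30% yet at least half of replicates reach 30%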;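 further: positive control wells lacked labelled fibronectin entirely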
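Material: AH1F fibroblast monolayer depositing Alexa488-labelled fibronectin into matrix | Input: 10000 AH1F cells/well | Medium: DMEM plus 2% serum, read in PBS | Reagent: Alexa488-fibronectin, 24 nM final in well | Compound dosing: One dose per compound, pinned | Schedule: 1 h adhesion, overnight exposure | Measured by: Fluorescence at 485 nm excitation, 525 nm emission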
SIRT5 block – SIRT5 desuccinylase inhibitors, primary screen, biochemical, fluorescence imaging, single point, set 5. NAD-dependent protein deacylase sirtuin-5, mitochondrial (Homo sapiens), Q9NXA8. Purified SirT5, succinyl-peptide AMC, trypsin-coupled fluorescence. inhibition, % at 15 µM. 330,000 compounds, 1.1% hits. AID 652115, 2013; in the data active means inhibition above about 15%; inconclusive means no clear call, values can overlap the other calls
Target sequence (Q9NXA8 whole entry, looked up): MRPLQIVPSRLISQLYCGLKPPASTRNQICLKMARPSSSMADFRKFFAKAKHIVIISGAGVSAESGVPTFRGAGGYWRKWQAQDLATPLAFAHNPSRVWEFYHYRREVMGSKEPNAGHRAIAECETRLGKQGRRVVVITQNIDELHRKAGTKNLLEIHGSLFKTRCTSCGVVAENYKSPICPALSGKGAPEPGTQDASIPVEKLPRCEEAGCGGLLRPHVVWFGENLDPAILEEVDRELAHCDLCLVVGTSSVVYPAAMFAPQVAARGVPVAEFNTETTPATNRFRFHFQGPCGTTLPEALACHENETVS
S100A4 MyoIIA – inhibitors of S100A4-myosin IIA peptide binding, primary screen, biochemical, fluorescence polarization, TAMRA-MyoIIA peptide; inhibition, % at 10.7 µM; 360,000 compounds, 0.14% hits;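 active means mean inhibition of at least 70% across replicates, with every replicate also reaching that level; inconclusive means mean inhibition reaches 70% but some replicates fall short; inactive means mean inhibition below 70%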
Target sequence (P26447 whole entry, looked up): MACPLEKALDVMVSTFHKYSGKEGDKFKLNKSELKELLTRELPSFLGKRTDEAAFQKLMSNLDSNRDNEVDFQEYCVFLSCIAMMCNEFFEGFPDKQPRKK
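Test system: S100A4 monomer protein. Medium: HEPES buffer with Ca2+, pH 7.2. Reagent: fluorescent myosin IIA peptide, 5 nM. Compound dosing: single-point compound testing. Timing: 5 min between mix addition and reading. Benchmarks: DMSO neutral and TFP positive wells.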
The depositor's hits bear a star; u = inconclusive; x = not tested or not shown; & = joins results of further samples. A portion of the library; rates above refer to the full screens.

No.	Structure	esBAF inh	LGR2 antag	C2C12 statin	Casp6 inh
1	COc1cccc(C#Cc2ccc([C@@H]3[C@H](CO)N4C(=O)CN(C(=O)c5ccccc5)C[C@@H]34)cc2)c1	x	4	x	1
2	C=CCn1c(=O)n(C(=O)OCC)c2cc(Br)ccc21	x	-5	x	3
3	Brc1ccc(CN2CCN(c3ncc(Cc4ccccc4)cn3)CC2)cc1	x	13	x	-2
4	COc1ccc(NC(=O)CN(C)C(=O)c2cn(-c3ccccc3)nc2-c2cccs2)cc1	-1	12	-7	-3
5	CC(=O)Nc1nc2cc3c(cc2s1)OCO3	57*	-21	-4	-1
6	Cc1cccn2c(=O)c3cc(C(=O)NCC4CCCO4)c(=N)n(C4CCCC4)c3nc12 (configuration not stated)	6	10	-58	3
7	O=C(c1ccc(-n2cccn2)cc1)N1CCc2c([nH]c3ccccc23)C1c1ccccn1 (configuration not stated)	0	-10	2	1
8	CCc1sc(C(=O)Nc2ccc(N3CCOCC3)cc2)cc1C	x	-27	-55	-1

No.	FN deposit inh	SIRT5 block	S100A4 MyoIIA
1	x	5	-2
2	4	0	3
3	-2	-2	-11
4	-2	-1	-3
5	4	6	1
6	5	81*	-2
7	-23	-5	2
8	-3	0	-4

Carrying on:
No.	Structure	esBAF inh	LGR2 antag	C2C12 statin	Casp6 inh
9	O=C(c1ccc(Cl)c(S(=O)(=O)NCc2ccccc2)c1)N1CCN(c2ccccn2)CC1	-3	19	-21	0
10	Cn1nnnc1SCC(=O)Nc1cccc(S(=O)(=O)N2CCCCC2)c1	-1	20	3	1
11	CN(Cc1ccccc1F)c1cc2c(c3c1ccn3C)C1CCC2O1 (configuration not stated)	4	8	2	0
12	CC(=O)OC1C2CCC1C([N+]1(C)CCCCC1)CC2 (configuration not stated)	x	-2	x	-11
13	Cc1ccc(N(CC(=O)Nc2cc(C)cc(C)c2)S(=O)(=O)c2c(C)noc2C)cc1	-16	11	0	-2
14	COCC(C)N1C(=O)Cc2c1nc(N)c1c(N)nc(N3CCN(c4ccccc4F)CC3)c(C#N)c21 (configuration not stated)	x	16	x	4
15	CC1OC(CCc2cccc(Cl)c2)Cc2[nH][nH]c(=O)c21 (configuration not stated)	x	-90	x	2
16	CC(O)(c1ccc(F)c(F)c1)c1nc(/C=C/c2ccccc2)cs1 (configuration not stated)	-8	39	-4	3

No.	FN deposit inh	SIRT5 block	S100A4 MyoIIA
9	x	0	0
10	-4	0	-2
11	10	-2	-1
12	-9	-4	0
13	-6	2	4
14	x	-3	0
15	-24	-3	-4
16	0	x	-2

Next results
No.	Structure	esBAF inh	LGR2 antag	C2C12 statin	Casp6 inh
17	CNC[C@H]1Oc2ccc(NC(=O)C3CC3)cc2CC(=O)N([C@H](C)CO)C[C@@H]1C	-7	5	23	x
18	COc1ccc(-c2csc(C(C)(O)c3cccnc3)n2)cn1 (configuration not stated)	4	12	8	0
19	NC(=S)Nc1cc(Cl)ccc1Cl	x	-2	x	2
20	CC(C)N1C(=O)CCC1C(=O)N1CCN(c2ccc(F)cc2)CC1 (configuration not stated)	-3	9	0	0
21	COc1ccc(N(C)S(=O)(=O)c2ccc(C)cc2)c([N+](=O)[O-])c1	x	0	x	2
22	COc1ccc(C(=O)Nn2cnnc2)c(OC)c1	-1	x	2	x
23	Nc1nc(-c2ccccc2)[nH]c(=O)c1N=O	-5	-6	-1	49*
24	CC(=O)Nc1ccc(S(=O)(=O)N2CCN=C2SCc2ccc(C)cc2)cc1	31	-34	3	0

No.	FN deposit inh	SIRT5 block	S100A4 MyoIIA
17	x	x	x
18	-4	x	-6
19	-3	-1	2
20	5	-5	-2
21	-1	x	1
22	-6	x	x
23	1	4	0
24	11	-14	1

Remaining list, next part.
No.	Structure	esBAF inh	LGR2 antag	C2C12 statin	Casp6 inh
25	O=C(/C=C/c1cccc(Cl)c1)NCCCN1CCOCC1	-11	5	-3	-1
26	CCCCCCN1C[C@@H](O)[C@H](n2cc(C3CC3)nn2)C[C@@H]1c1ccc(Cl)cc1	-2	20	8	0
27	CCc1ccc(CN2CCCC(C(=O)N3CCCCC3)C2)cc1 (configuration not stated)	-1	-2	-4	-10
28	CC(=O)NC[C@H]1[C@@H](c2ccc(C3=CCCC3)cc2)[C@@H](CO)N1C(=O)NC(C)C	5	1	-7	x
29	CCOc1ccc(NC(=O)CSc2nnc(C3CC3)n2C2CC2)cc1	2	8	-13	0
30	C=CCCN1[C@@H](Cc2ccccc2)COc2ccccc2S1(=O)=O	x	9	x	-1
31	COc1ccc(-c2[nH]ncc2CN(C)CC2CCCCO2)cc1F (configuration not stated)	x	17	x	-4
32	C[C@@H]1CN([C@@H](C)CO)C(=O)CCCn2cc(nn2)CO[C@H]1CN(C)C(=O)CCCN(C)C	7&-1	7&10	-1&1	-16&4

No.	FN deposit inh	SIRT5 block	S100A4 MyoIIA
25	0	2	3
26	-6	-1	-3
27	3	-3	-9
28	-3	x	x
29	6	-1	-3
30	1	x	-4
31	16	-6	8
32	5&1	-5&-1	0&13

Next compounds
No.	Structure	esBAF inh	LGR2 antag	C2C12 statin	Casp6 inh
33	Cc1nc2ccccc2c(=O)n1NC(=O)CCC(=O)O	-7	-4	9	-6
34	O=S(=O)(c1ccc2ccccc2c1)N1CCc2ccccc21	-2	9	-9	-1
35	Cc1noc(C)c1NC(=O)Nc1ccc2c(c1)C(=O)N([C@@H](C)CO)C[C@H](C)[C@H](CN(C)Cc1ccccc1)OCCCC[C@@H](C)O2	0	-1	x	1
36	COc1ccc(Cl)cc1NC(=O)CN(C)CC(=O)NCc1cccs1	-3	-10	-4	-74
37	COc1ccc(NC(=O)N(C)C[C@@H]2OCCCC[C@@H](C)Oc3ccc(NS(=O)(=O)c4ccc(OC)cc4)cc3C(=O)N([C@H](C)CO)C[C@H]2C)cc1	2	-6	x	x
38	COc1ccccc1S(=O)(=O)N[C@@H]1CC[C@H](CC(=O)N2CCCCC2)O[C@@H]1CO	-4	-4	3	1
39	COc1ccc(-c2nn(-c3ccccc3)cc2/C=N/N2C(=O)CSC2=S)cc1	25	x	-18	x
40	O=C(NCCOc1ccccc1Cl)c1cc(F)c(F)cc1Cl	40	-103	x	8

No.	FN deposit inh	SIRT5 block	S100A4 MyoIIA
33	x	1	-1
34	1	-6	3
35	6	0	7
36	8	0	5
37	-2	x	x
38	x	-1	-1
39	-3	x	x
40	x	-1	-2

Sorted by SMILES length (high to low): 7 of the compounds above
No.	Structure	esBAF inh	LGR2 antag	C2C12 statin	Casp6 inh
32	C[C@@H]1CN([C@@H](C)CO)C(=O)CCCn2cc(nn2)CO[C@H]1CN(C)C(=O)CCCN(C)C	7&-1	7&10	-1&1	-16&4
14	COCC(C)N1C(=O)Cc2c1nc(N)c1c(N)nc(N3CCN(c4ccccc4F)CC3)c(C#N)c21 (configuration not stated)	x	16	x	4
38	COc1ccccc1S(=O)(=O)N[C@@H]1CC[C@H](CC(=O)N2CCCCC2)O[C@@H]1CO	-4	-4	3	1
7	O=C(c1ccc(-n2cccn2)cc1)N1CCc2c([nH]c3ccccc23)C1c1ccccn1 (configuration not stated)	0	-10	2	1
21	COc1ccc(N(C)S(=O)(=O)c2ccc(C)cc2)c([N+](=O)[O-])c1	x	0	x	2
34	O=S(=O)(c1ccc2ccccc2c1)N1CCc2ccccc21	-2	9	-9	-1
33	Cc1nc2ccccc2c(=O)n1NC(=O)CCC(=O)O	-7	-4	9	-6

No.	FN deposit inh	SIRT5 block	S100A4 MyoIIA
32	5&1	-5&-1	0&13
14	x	-3	0
38	x	-1	-1
7	-23	-5	2
21	-1	x	1
34	1	-6	3
33	x	1	-1

Following part.
No.	Structure	esBAF inh	LGR2 antag	C2C12 statin	Casp6 inh
41	Cc1ccc2nc(Nc3ncc4c(n3)CC(C)(C)CC4=O)nc(C)c2c1	-8	23	-6	5
42	CCc1cc(C(=O)Nc2nc(-c3ccccn3)cs2)sc1C	12	18	-38	-1
43	CCCN1[C@H](C(=O)NCCc2cn(C)cn2)[C@@H](CO)[C@@H]2Cn3c(ccc(-c4ccccc4)c3=O)[C@@H]21	-1	1	16	-1
44	C[C@@H]1CN([C@H](C)CO)C(=O)c2cc(-c3ccccc3F)cnc2O[C@H]1CN(C)C(=O)C1CCCCC1	3	2	-20	0
45	COc1cc(OC)c2ccc(=O)oc2c1C(CC(=O)N1CCN(c2ccccc2)CC1)c1ccc2c(c1)OCO2 (configuration not stated)	-6	-15	25	-1
46	CCC1=C(OC(=O)N(CC)CC)N2C(=O)OC(=NCC3CC3)[C@]2(Cc2ccccc2)[C@H]2C1=CC[C@H]1C(=O)N(c3ccccc3)C(=O)[C@H]12	-2	12	-8	-1
47	Cc1ccc(Cl)cc1N(CC(=O)N1CCOCC1)S(C)(=O)=O	0	-2	2	0
48	Cc1cc(C)nc(NS(=O)(=O)c2ccc(NC(=O)CSc3nc4ccccc4[nH]3)cc2)n1	1	-1	0	0

No.	FN deposit inh	SIRT5 block	S100A4 MyoIIA
41	-1	-2	-1
42	10	1	0
43	x	-6	2
44	x	3	7
45	4	x	-3
46	8	x	18
47	-3	-1	-1
48	-7	0	-1

Quoted from above: nos. 41 to 42
No.	Structure	esBAF inh	LGR2 antag	C2C12 statin	Casp6 inh
41	Cc1ccc2nc(Nc3ncc4c(n3)CC(C)(C)CC4=O)nc(C)c2c1	-8	23	-6	5
42	CCc1cc(C(=O)Nc2nc(-c3ccccn3)cs2)sc1C	12	18	-38	-1

No.	FN deposit inh	SIRT5 block	S100A4 MyoIIA
41	-1	-2	-1
42	10	1	0

The list goes on.
No.	Structure	esBAF inh	LGR2 antag	C2C12 statin	Casp6 inh
49	O=C(NCc1cccnc1)c1cc(C2CCCCN2S(=O)(=O)c2cccc3cccnc23)on1 (configuration not stated)	2	5	-5	0
50	O=C(CSc1nccc(=O)[nH]1)c1cc2ccccc2o1	19	-1	19	1
51	O=C(Nc1ccc2c(c1)[C@H]1C[C@@H](CC(=O)N3CCc4ccccc4C3)O[C@@H](CO)[C@H]1O2)Nc1ccccc1F	5	8	-9	1
52	CCOC(=O)C1=C(COC(=O)COc2ccccc2C#N)NC(=O)NC1C (configuration not stated)	x	3	x	-2
53	CN(c1ccccc1)S(=O)(=O)c1cccc(C(=O)OCC(=O)NCc2ccco2)c1	1	-2	-1	5
54	CC(C)C#Cc1ccc2c(c1)O[C@H](CN(C)C(=O)c1cccc(F)c1)[C@@H](C)CN([C@H](C)CO)S2(=O)=O	7	4	-15	2
55	Cc1ccc(Nc2nnc(SCc3nc4ccccc4c(=O)[nH]3)s2)cc1	0	0	-22	-3
56	CN1CCC(=O)N(CCSc2ccccc2)CC1	38	-10	4	x
57	CCCCN(C(=O)CSc1nc2ccccc2s1)c1c(N)n(CCCC)c(=O)[nH]c1=O	3	-10	3	0
58	C[C@@H]1CN([C@@H](C)CO)C(=O)c2cccc(NC(=O)Nc3ccc4c(c3)OCO4)c2O[C@H]1CN(C)Cc1ccc(C(=O)Nc2ccccc2N)cc1	-7	-26	u	0

No.	FN deposit inh	SIRT5 block	S100A4 MyoIIA
49	-2	7	0
50	1	-2	-2
51	1	1	0
52	4	-8	-4
53	1	0	0
54	x	5	2
55	1	-3	-1
56	-6	x	-3
57	3	-2	-5
58	-2	-10	0
